Calpain2 inh: calpain II (pig) inhibition; purified calpain II, fluorogenic peptide substrate, 30 min; inhibition, % at 16 µM; 220,000 tested, 0.37% active;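 active = inhibition above about 50%, limit read from the data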
TNF death inh: inhibitors of TNF-alpha induced necroptosis in Jurkat FADD-/- cells; Jurkat FADD-/- TNF necroptosis rescue, ATP luminescence, 24 h; 0 = TNF only, 100 = no-TNF cells; activation (protection from cell death), % at 10 µM; 220,000 tested, 0.068% active;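 active = activation, meaning protection from cell death, of at least 50% relative to plate controls; inactive = activation below 50%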;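 also: necroptosis triggered by 40 ng/mL TNF-alpha added together with compound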
PERK inh: inhibitors of human PERK kinase; inhibition, % at 5.6 µM; Q9NZJ5; 220,000 tested, 0.17% active; CHO PERK-DD fusion, SEAP luminescence translation reporter;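 active = inhibition above the mean inhibition of all tested compounds plus 3 SD, set separately per screening campaign, cut at about 2.9% in these data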;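 also: PERK kinase domain activated by AP20187 dimerizer at 100 nM; 0% = DMSO with dimerizer and 100% = rapamycin at 8.4 µM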
L929 necroptosis: L929 zVAD cell death inhibition; L929 zVAD necroptosis rescue, ATP luminescence, 24 h; with zVAD 60 µM; viability rescue, % at 10 µM; 220,000 tested, 0.38% active; AID 1377;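 active = activation, scaled between plate controls, above about 75%, limit read from the data; inactive = activation under that limit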;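 also: 0% = zVAD with DMSO and 100% = DMSO alone without zVAD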
EBV gp42 block: EBV gp42 inhibition; Q1HVG2; Fluorescence polarization binding assay, mP read-out; inhibition, % (tested at 21.74 µM); 220,000 tested, 0.42% active; in the data active = inhibition above about 50%
Cl transport mod: modulates chloride dependent transport by human KCC2. Q9H2X9. B-score of Tl+ flux slope (higher = more flux/activation; lower = inhibition) at 10 µM. 190,000 tested, 2.2% active. KCC2 cells, thallium flux FluoZin-2 fluorescence. AID 1456;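 active = thallium flux slope and its plate-corrected score both differing from the plate sample mean at a set confidence after two filtering rounds, in either direction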;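 also: slope of fluorescence scaled to starting intensity during 10 to 20 s after thallium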
MDM2 E3 inh: blocks human Mdm2 ubiquitin ligase activity | signal enhancement, % at 5 µM | Q00987 | AID 1230 | 210,000 tested, 0.11% active | cell-based MDM2 ubiquitination luciferase reporter, 2 h; 0 = plate control, 100 = twice control, blank-subtracted;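 active = signal enhancement of 30% or more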;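 also: luminescence tracks abundance of the self-degrading MDM2-luciferase fusion protein; higher signal means inhibition of MDM2 E3 ligase activity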
Target sequence (Q00987 whole entry, looked up, the tested form may be a part): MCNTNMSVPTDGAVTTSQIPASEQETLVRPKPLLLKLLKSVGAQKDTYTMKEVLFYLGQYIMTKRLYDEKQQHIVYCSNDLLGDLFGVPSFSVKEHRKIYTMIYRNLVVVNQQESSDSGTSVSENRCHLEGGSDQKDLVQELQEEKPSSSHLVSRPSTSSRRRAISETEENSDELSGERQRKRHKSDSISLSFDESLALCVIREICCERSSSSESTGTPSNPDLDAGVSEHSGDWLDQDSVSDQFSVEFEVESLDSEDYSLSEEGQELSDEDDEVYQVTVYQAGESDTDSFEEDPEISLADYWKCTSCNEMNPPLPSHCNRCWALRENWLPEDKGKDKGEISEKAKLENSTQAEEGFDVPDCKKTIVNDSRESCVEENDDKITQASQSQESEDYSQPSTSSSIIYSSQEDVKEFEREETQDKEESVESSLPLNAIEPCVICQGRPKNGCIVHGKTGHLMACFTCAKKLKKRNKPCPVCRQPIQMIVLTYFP
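Test system: mammalian cells stably expressing self-ubiquitinating, self-degrading MDM2 E3–luciferase fusion; Amount: 2000 cells in each well; Medium: DMEM; Schedule: 4 h settle plus 2 h compound, 37 °C; Technique: SteadyLite luciferase luminescence after 15 min room-temperature reagent incubation; Benchmarks: plate control and blank wells.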
Rad51 HR inh: Rad51 (human) homologous recombination inhibition. Q06609. hRad51 DNA strand exchange, fluorescence dequenching. inhibition, % at 10 µM. 200,000 tested, 0.085% active. AID 1385;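 active = inhibition above 40% at the single screening dose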;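 also: 0% = DMSO control wells and 100% = blanks with heterologous ssDNA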
Target sequence (Q06609 whole entry, looked up): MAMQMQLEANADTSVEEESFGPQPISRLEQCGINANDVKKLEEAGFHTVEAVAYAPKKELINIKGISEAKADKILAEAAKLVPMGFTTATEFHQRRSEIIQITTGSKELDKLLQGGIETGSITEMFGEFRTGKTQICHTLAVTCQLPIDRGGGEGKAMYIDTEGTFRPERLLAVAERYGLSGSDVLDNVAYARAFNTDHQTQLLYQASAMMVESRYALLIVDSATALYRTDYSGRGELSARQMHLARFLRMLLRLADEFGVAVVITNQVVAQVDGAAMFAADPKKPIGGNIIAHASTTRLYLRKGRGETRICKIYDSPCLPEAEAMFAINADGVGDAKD
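material = hRad51 filaments on single-stranded DNA | reagent = Donor/quencher-labelled 47-bp dsDNA substrate | compound = 10 µM final, single point | schedule = strand-exchange reaction 15 min at room temperature | measured by = fluorescein emission 520 nm, excitation 485 nm | read-out basis = % inhibition versus plate control and blank means | benchmarks = plate controls and plate blanks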
eIF4E 4G PPI: blocks eIF4E binding to eIF4G; P63073+Q04637; TR-FRET eIF4E-eIF4GI(517-606) binding, 2 h; inhibition, % at 21.7 µM; 220,000 tested, 0.37% active; AID 782;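 active = inhibition above about 30%, limit read from the data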;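 also: 0% = full FRET control wells and 100% = background wells lacking eIF4GI fragment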
* hit, by the source's call; nt = not tested or not shown; [ ] = dose if it differs, or a comment. Compounds were not picked by outcome, and some 3.6% of all compounds hit somewhere here.

no.	smiles	Calpain2 inh	TNF death inh	PERK inh	L929 necroptosis	EBV gp42 block	Cl transport mod	MDM2 E3 inh	Rad51 HR inh	eIF4E 4G PPI
1	CCOc1cc(S(=O)(=O)NC2CC(C)(C)NC(C)(C)C2)ccc1F	-14.8	-0.1	0.2	0.0	-17.8	-0.000746	0.5	-3.8	2.9
2	Cc1nc2sc(C(c3ccco3)N3CCN(c4ccccc4F)CC3)c(O)n2n1 (centres undefined)	-9.0	-0.4	-0.8	-0.1	-29.1	1.32	8.7	4.0	4.8
3	Cc1ccc(NC(=O)COC(=O)C(NS(=O)(=O)c2ccc(Cl)cc2)C(C)O)c(Br)c1 (centres undefined)	-5.6	0.6	0.8	0.1	-11.6	-1.17	1.1	nt	2.0
4	CCOCCCNCC(=O)NC1(C)C2CCC(C2)C1(C)C (centres undefined)	-1.7	1.5	-1.1	-0.7	-5.6	2.96	-10.5	0.8	-3.8[fluorescence artefact?]
5	Cc1nn2c(NCCCn3ccnc3)cc(C(C)C)nc2c1-c1ccccc1	-2.1	0.7	-0.3	30.5	-10.7	-0.0568	-6.5	-7.1	1.6
6	Cn1ccnc1SCC(=O)c1cc2ccccc2o1	18.9	-0.5	-1.4	-0.2	-39.2	1.43	-17.2	-9.3	4.4
7	Cc1ccc2nc3c(c(Nc4ccccc4)c2c1)CCC3	4.5	1.5	-1.5	-0.6	-11.4	-1.85	-13.6	15.6	3.6
8	CCSc1nc(C2CC2)cc(-c2cccs2)c1C#N	28.1	-0.5	-0.2	-0.3	-20.0	nt	-15.9	36.7	-1.4
9	O=C(Nc1ccc(Br)c2ccccc12)c1ccc2ccccc2c1O	12.3	-5.5	1.0	3.1	-13.0	-4.88	-15.2	-21.7	-0.1
10	COc1ccc(/C=C2/N=C(c3cccs3)OC2=O)cc1OC(C)C	-42.8	-1.1	0.5	-0.1	107.4*	0.797	-7.8	8.8	-2.5
11	O=C(CN(C(=O)c1ccccc1Cl)C1CCCCC1)Nc1ccc(Cl)c([N+](=O)[O-])c1	-31.3	-3.0	-0.2	0.5	-17.2	-1.39	2.3	-6.2	4.6
12	COc1cc(OC)c(N2CC34C=CC(O3)C(C(=O)O)C4C2=O)cc1Cl (centres undefined)	-4.9	-1.5	0.0	0.5	-2.7	0.958	-19.9	-0.1	1.4
13	CCc1nnc(NC(=O)/C=C/c2ccco2)s1	-7.2	1.3	-0.1	-0.3	12.9	0.858	-7.9	2.9	2.1
14	CC1CCCC(C)N1C(=O)c1cc(F)c(F)cc1Cl (centres undefined)	5.5	-1.9	0.3	0.8	-18.0	nt	1.1	-8.7	-0.7[fluorescence artefact?]
15	COc1ccc(OC)c(/C=C/C(=O)OCC(=O)Nc2ccc(Cl)c(S(=O)(=O)N(C)C)c2)c1	-37.8	1.2	0.8	16.8	-1.1	0.0516	-19.0	9.6	-5.9
16	O=C(Nc1ccn(Cc2ccccc2F)n1)c1ccc(COc2cccc(Br)c2)cc1	24.2	1.1	-1.6	1.0	-26.2	-1.33	-16.8	-0.3	-12.2
17	COc1cc(C(=O)Nc2ccc(C(C)=O)cc2)c(Br)c(OC)c1OC	-9.2	-0.9	-1.6	0.0	-25.0	-0.525	-8.0	nt	4.7
18	O=C(Cc1cccs1)N(c1ccc(Br)cc1)C1C=CS(=O)(=O)C1 (centres undefined)	-1.9	0.4	0.4	-0.1	-15.9	0.693	-6.2	4.8	-1.5
19	O=C(Nc1ccccc1)Nc1cccc(C(F)(F)F)c1	28.0	1.4	-0.1	3.0	11.0	0.419	-6.1	-3.8	-0.4
20	OCC1(CCOc2ccccc2)CCN(Cc2cccn2-c2ncccn2)CC1	-5.5	0.5	-0.1	-0.5	-4.2	nt	-6.3	nt	4.9
21	Cc1ccc(OCc2nnc(N)s2)cc1C	-12.2	2.3	1.4	-0.4	1.6	-0.0182	-5.5	nt	-1.3
22	COc1ccc(C(=O)N2CCN(C(=O)c3ccco3)CC2)cc1OC	26.2	-0.1	1.0	1.2	7.4	nt	-17.1	4.0	1.3
23	C/C(=N\N(Cc1ccccc1)c1ccccc1)c1ccncc1	-2.6	0.7	0.4	1.6	5.7	-0.316	-2.0	2.4	0.8
24	Cc1cc(-n2c(SCc3ccccc3F)nc3n[nH]c(C)c3c2=N)ccc1Cl	-92.3	2.8	0.4	18.0	-4.1	0.177	1.9	6.8	-4.0

Overlap with the part before: five compounds, then new ones.
no.	smiles	Calpain2 inh	TNF death inh	PERK inh	L929 necroptosis	EBV gp42 block	Cl transport mod	MDM2 E3 inh	Rad51 HR inh	eIF4E 4G PPI
20	OCC1(CCOc2ccccc2)CCN(Cc2cccn2-c2ncccn2)CC1	-5.5	0.5	-0.1	-0.5	-4.2	nt	-6.3	nt	4.9
21	Cc1ccc(OCc2nnc(N)s2)cc1C	-12.2	2.3	1.4	-0.4	1.6	-0.0182	-5.5	nt	-1.3
22	COc1ccc(C(=O)N2CCN(C(=O)c3ccco3)CC2)cc1OC	26.2	-0.1	1.0	1.2	7.4	nt	-17.1	4.0	1.3
23	C/C(=N\N(Cc1ccccc1)c1ccccc1)c1ccncc1	-2.6	0.7	0.4	1.6	5.7	-0.316	-2.0	2.4	0.8
24	Cc1cc(-n2c(SCc3ccccc3F)nc3n[nH]c(C)c3c2=N)ccc1Cl	-92.3	2.8	0.4	18.0	-4.1	0.177	1.9	6.8	-4.0
25	CCCc1nnc(NC(=O)Nc2ccc(OC)cc2)s1	32.7	0.3	1.0	72.6	-7.0	0.472	-9.8	-5.5	0.0
26	CCN1CCN(c2cc(C(C)C)nc3c(-c4ccccc4)c(C)nn23)CC1	-1.6	3.9	-0.2	2.6	-8.7	0.0294	nt	3.2	0.1
27	COc1cccc(-c2noc(C(C)n3nc(C)c([N+](=O)[O-])c3C)n2)c1 (centres undefined)	7.9	-0.9	-1.4	0.1	3.1	0.372	-14.0	-6.1	-2.2
28	CC(=O)c1ccc(N2C(=O)[C@@H]3C(CCC(N)=O)NC4(C(=O)Nc5c4ccc(Cl)c5C)[C@@H]3C2=O)cc1 (some centres undefined)	-56.6	-0.1	-0.3	1.6	-12.6	nt	-9.6	-10.1	1.4[fluorescence artefact?]
29	Cc1[nH]nc2c1C(c1ccco1)C(C#N)=C(N)O2 (centres undefined)	1.1	-0.2	1.1	3.0	-10.0	-0.872	-6.2	-7.6	1.1
30	CC(C)C[C@H](NC(=O)c1[nH]cnc1C(=O)Nc1ccc(Cl)cc1)C(=O)OC(C)(C)C	-22.6	1.1	nt	1.7	0.6	-0.563	-0.2	4.7	-6.3
31	Cc1ccccc1OCC(=O)Nc1cccc(N(C)S(C)(=O)=O)c1	-16.4	-1.2	0.4	0.3	-14.0	-0.0536	5.7	1.1	7.5
32	CN(C)c1ccc(N2C(=O)CC(Nc3ccc(N4CCOCC4)cc3)C2=O)cc1 (centres undefined)	-7.7	-1.7	-0.4	-0.3	-14.5	-0.248	-1.4	-2.9	4.5
33	CCCCOc1ccc(C(=O)Nn2c(-c3cccs3)nc3ccccc3c2=O)cc1	-338.6	2.8	-0.1	1.0	11.6	0.448	7.8	-0.6	-7.7
34	COc1ccc(CN2CCNC(=O)C2CC(=O)NCCSc2nccn2C)cc1OC (centres undefined)	-4.1	-1.1	0.3	0.3	-10.9	0.0116	1.8	-33.7	-3.1
35	Cc1cc(=O)oc2cc(OCc3cc4c(cc3Cl)OCO4)ccc12	-23.2	-2.5	-0.1	-0.2	4.0	nt	-0.3	1.0	-3.1
36	CCOC1(C(F)(F)F)NC(=O)N(Cc2ccc(OC)cc2)C1=O (centres undefined)	9.3	0.8	-0.2	0.9	17.0	0.0077	-0.5	-32.0	-2.0[fluorescence artefact?]
37	COc1cccc(N2CC(O)=C(c3nc4ccccc4s3)C2=N)c1	-26.9	-10.0	-0.3	0.3	16.8	1.02	16.6	-4.1	-2.6
38	COc1ccc(NC(=O)C(CCSC)NC(N)=O)cc1NS(=O)(=O)c1ccc(F)cc1 (centres undefined)	8.7	0.3	-0.9	8.1	-2.0	0.0208	-42.5	-6.4	-2.4
39	Cc1ccc(S(=O)(=O)NCCSCc2ccco2)cc1	-21.0	3.4	0.7	2.8	-14.7	0.205	1.7	4.7	-1.2
40	O=C(NC12CC3CC(CC(C3)C1)C2)N1CCN(c2ncccn2)CC1	1.0	-1.2	1.4	1.3	-1.0	-1.47	-12.2	12.6	-1.0
41	O=C(N/N=C/c1ccc(Br)cc1)c1ccc(Br)o1	-7.7	0.6	0.2	0.8	-28.5	-0.581	-11.3	1.8	15.0[fluorescence artefact?]
42	CC(=O)c1c(C)[nH]c(C(=O)CSc2nnc(-c3ccco3)n2Cc2ccccc2)c1C	-8.9	-7.6	-0.8	-0.7	-6.7	nt	-10.0	0.6	-23.4[fluorescence artefact?]
43	Cc1cccc(C)c1NC(=O)C1(N2C(=O)CC2c2ccccc2)CCCCC1 (centres undefined)	16.8	0.8	-0.3	-0.8	-20.4	-1.07	nt	nt	1.2
44	COc1ccccc1NC(=O)CC(NCc1ccccc1)C(=O)O (centres undefined)	2.1	-0.8	1.2	0.5	-14.7	1.7	-12.2	nt	0.1
45	O=C1CC(c2ccccc2Cl)c2c(sc3c(=O)[nH]c(CCl)nc23)N1 (centres undefined)	-8.3	-19.8	0.9	3.9	-2.5	-0.207	-13.2	9.0	-1.9
46	CCC(C)NC(=S)NNC(=O)c1ccncc1 (centres undefined)	-18.6	-0.1	0.3	5.6	-10.3	-2.43	10.8	-0.1	-2.9
47	O=C(Cn1cccc1C(=O)c1ccccc1)NCc1cccnc1	-24.8	-2.6	0.5	0.2	-11.0	-0.212	-14.2	3.0	-2.0
48	CCn1cc(C(=O)NCCCN2CCCC2)c(=O)c2cc(S(=O)(=O)N3CCc4ccccc4C3)ccc21	30.7	-7.4	-0.3	-1.2	-6.1	0.137	-17.6	-8.3	5.4
